Bioassay records from PubChem.
Menin-MLL TR inh = displaces Texas Red mutant MLL peptide from human menin; 0.23% of 270,000 active; O00255; Menin + Texas Red MLL mutant peptide, fluorescence polarization; AID 1768; Potency, µM (titrated, usually from 61.6 µM), inactives show at the highest dose FP activity change, negative = inhibition, most hits filed as inhibitors; active = well fitted inhibition curve with a large enough effect in the polarisation, with a control signal flat, not every such curve was filed as active; inconclusive = small, poorly fitted or top-dose-only effect, or effect the other way, or a change in a side signal; inactive = no such curve, though single readings can be large or run the other way; the % refers to the polarisation; note: potency is the fitted concentration of half-maximal effect; % of control where 0% means no effect; many of its hits are not listed in these tables
FBPA coupling cs = coupling enzyme interference in Giardia aldolase counter-screen; coupling enzyme system counterscreen, AmpLite Red fluorescence; activity change, negative = inhibition, % at 58.2 µM, hits read low; 0.67% of 290,000 active; AID 2472; in the data active = activity change below about -30%; note: % is set by controls: 0 for no effect and ±100 for the full control effect
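Fluorescence at 525 nm excitation and 598 nm emission measured inhibition of the coupled detection system without aldolase. Compounds (at 57.5 uM final) were preincubated 10 min at room temperature with coupling enzyme reagent before a 20 min substrate/AmpLite Red step.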
CXXC DNA block = inhibitors of human MLL CXXC domain-DNA interaction; 0.037% of 290,000 active; Potency, µM (titrated, usually from 115 µM), without a hit: at the highest dose activity change, negative = inhibition, usual class: inhibitors; AID 2662; Q03164; MLL-CXXC / FITC-HOXA9 DNA fluorescence polarization; active = well fitted inhibition curve with a large enough effect in the polarisation, with a control signal flat, not every such curve was filed as active; inconclusive = small, poorly fitted or top-dose-only effect, or effect the other way, or a change in a side signal; inactive = no such curve, though single readings can be large or run the other way; the % refers to the polarisation; note: potency is the fitted concentration of half-maximal effect
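Steps: dispense CXXC domain solution (7 uM) → pin compounds or unlabeled HOX-A9 DNA control → 5 min ambient → add FLSN-HOX-A9 solution (50 nM) → spin → 30 min ambient → fluorescence polarization. Tris pH 7.5/NaCl/DTT/BSA buffer.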
B2AR arrestin = recruits beta-arrestin to the human beta2-adrenergic receptor; P07550; beta-arrestin recruitment to beta2AR, cell-based reporter; Potency, µM (highest dose often 46.1 µM), for inactives: top-dose activation, most hits filed as activators; 0.02% of 330,000 active; AID 492947;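 note: potency is the fitted concentration of half-maximal effect; 0% = DMSO controls and full agonism = EC100 isoproterenol or metaproterenol; nearly all actives have a fitted effect of over 65% in size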
Target sequence (P07550 whole entry, looked up): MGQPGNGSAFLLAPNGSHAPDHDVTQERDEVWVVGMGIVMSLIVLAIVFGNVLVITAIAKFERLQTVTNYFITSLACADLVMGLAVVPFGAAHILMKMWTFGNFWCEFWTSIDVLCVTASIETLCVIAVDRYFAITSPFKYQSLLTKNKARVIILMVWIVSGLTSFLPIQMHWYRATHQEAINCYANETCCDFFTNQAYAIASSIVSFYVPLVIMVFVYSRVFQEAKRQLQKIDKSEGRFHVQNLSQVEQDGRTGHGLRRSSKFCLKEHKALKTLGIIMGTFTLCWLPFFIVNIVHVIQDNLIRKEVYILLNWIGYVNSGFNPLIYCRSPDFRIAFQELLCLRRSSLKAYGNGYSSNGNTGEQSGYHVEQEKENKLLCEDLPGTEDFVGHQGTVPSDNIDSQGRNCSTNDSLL
GALK inh = galactokinase (human) inhibition. P51570. AID 1868. Purified GALK, Kinase-Glo residual ATP luminescence. 0.007% of 270,000 active. Potency, µM (series often up to 57.5 µM), inactives show at the highest dose activity change, negative = inhibition, actives largely listed as inhibitors; note: potency is the fitted concentration of half-maximal effect; % is set by controls: 0 for no effect and ±100 for the full control effect
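GALK at 5 nM final was combined with compound, 35 uM ATP and 100 uM galactose in HEPES pH8.0 with MgCl2 and DTT. The reaction ran one hour at room temperature before luminescent ATP detection.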
TRPV1 agonist = human TRPV1 agonism; Q8NER1; TRPV1-expressing cells, Fluo-8 calcium influx, agonist mode; activation, % at 8.33 µM; 0.19% of 320,000 active; in the data active = activation above about 80%; inconclusive = between about 30% and that limit; note: 0% is about no effect
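TRPV1-expressing cells were cultured overnight at 35.5C and loaded with Fluo-8 calcium dye for 40 to 90 min at room temperature. After a 10 s baseline, compound was added and calcium influx was read kinetically for 3 min (ex 480/em 520 nm).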
PKM2 act = activators of human pyruvate kinase M2. 0.34% of 260,000 active. Potency, µM (doses to about 57.5 µM), inactives show top-dose activation, hits mostly activators. purified PKM2, Kinase-Glo ATP luminescence, activation; response scale: 0% is enzyme alone, no compound. AID 1631; note: potency is the fitted concentration of half-maximal effect; % is set by controls: 0 for no effect and ±100 for the full control effect; nearly all actives have a fitted effect of over 55% in size
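ATP formation by purified human PK-M2, quantified via coupled luciferase luminescence after 1 h at room temperature with 0.1 mM ADP and 0.5 mM PEP final.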
USP2a block = inhibitors of human ubiquitin-specific protease USP2a; O75604; USP2 core, Ub-CHOP2 coupled fluorogenic reporter, 485/531; Potency, µM (titrated, usually from 38.3 µM), for inactives: at the highest dose activity change, negative = inhibition, most hits filed as inhibitors; 0.01% of 330,000 active;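 note: potency is the fitted concentration of half-maximal effect; plate controls were DMSO wells for no effect and full inhibition by NEM control for full effect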
Target sequence (O75604 whole entry, looked up): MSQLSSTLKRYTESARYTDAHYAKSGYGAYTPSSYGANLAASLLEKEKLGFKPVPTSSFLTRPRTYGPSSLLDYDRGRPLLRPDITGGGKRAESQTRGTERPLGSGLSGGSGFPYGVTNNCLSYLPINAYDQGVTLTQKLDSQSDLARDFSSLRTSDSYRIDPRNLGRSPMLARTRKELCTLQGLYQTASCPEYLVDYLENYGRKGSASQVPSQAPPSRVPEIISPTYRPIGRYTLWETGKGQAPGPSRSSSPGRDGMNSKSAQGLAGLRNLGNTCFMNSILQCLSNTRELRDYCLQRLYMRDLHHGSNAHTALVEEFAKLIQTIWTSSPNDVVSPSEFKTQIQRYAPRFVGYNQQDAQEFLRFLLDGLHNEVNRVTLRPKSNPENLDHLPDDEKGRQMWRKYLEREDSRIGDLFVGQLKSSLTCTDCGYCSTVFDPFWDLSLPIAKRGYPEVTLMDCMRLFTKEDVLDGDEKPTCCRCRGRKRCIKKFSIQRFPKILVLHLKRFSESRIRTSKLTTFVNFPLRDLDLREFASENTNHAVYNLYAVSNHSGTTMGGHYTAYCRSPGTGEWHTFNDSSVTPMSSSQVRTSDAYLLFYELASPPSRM
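Cell-free coupled assay: 10nM USP2 core preincubated 30min RT with compound in Tris-HCl pH 8.0/CaCl2/CHAPS buffer, then 25nM Ub-CHOP2 and 25nM reporter substrate; fluorescence (Ex 485/Em 531) read after 60min RT, normalized to NEM inhibition, concentration-response curves fitted.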
Giardia kill = kills Giardia lamblia. Giardia lamblia trophozoite viability. activity change, % at 7.66 µM, hits read low. 0.15% of 340,000 active. AID 540267; in the data active = activity change below about -80%; inconclusive = between about -30% and that limit;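 note: parasites exposed to compound for two days anaerobically before the ATP read; % is set by controls: 0 for no effect and ±100 for the full control effect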
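Luminescent ATP signal served as the viability read-out, measured 15-30 min after adding ATP detection reagent to trophozoites that had been incubated with compounds for 48 hrs at 37 deg C anaerobically at 100 cells/well.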
KCNH2 3.1 inh = KCNH2 3.1 (human) potassium channel inhibition; U2OS KCNH2 3.1, thallium flux FluxOr; active compounds read low; activity change, % (tested at about 1.8 µM); 0.95% of 340,000 active; AID 720553;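 active = maximum activity change below -70%; inconclusive = maximum activity change from -70% to -50%; inactive = maximum activity change above -50%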;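 note: thallium influx rate constant from kinetic fluorescence after stimulation buffer; % is set by controls: 0 for no effect and ±100 for the full control effect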
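Steps: virus added to U2OS suspension (4 h, RT, dark); medium with 10% FBS added, cells plated, 37 C overnight; FluxOr/Red40 loading buffer 45 min RT; stimulation buffer, 2 min kinetic read; rate constant normalized.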
hERG WT inh = blocks the wildtype human KCNH2 potassium channel | Q12809 | U2OS, BacMam KCNH2, thallium flux FluxOr; active compounds read low | activity change, % at 1.84 µM | 0.37% of 340,000 active | AID 720551;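 active = maximum activity change below -70%; inconclusive = maximum activity change between -70% and -50%; inactive = maximum activity change above -50%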; note: % is set by controls: 0 for no effect and ±100 for the full control effect
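U2OS cells transduced with wild-type KCNH2 virus are loaded with FluxOr dye for 45 min, and thallium flux is measured in kinetic reads before and after stimulation buffer. Rate constants are normalized to DMSO controls.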
* hit, by the source's call; ? = inconclusive; . = no result given; [ ] = another dose, or the depositor's remark. Unless noted, calls come from the whole dose curve; as a rule, active = well fitted curve in the direction sought with a large enough effect; inconclusive = small, poorly fitted or top-dose-only effect, or another doubt; inactive = no such curve, though single readings can be large; an effect the other way counts as inactive or inconclusive. The list is partial; the hit share may differ from the screen's.

1) COc1ccccc1Nc1ccc(C(=O)O)cc1[N+](=O)[O-]
2) CCCN(CCC)C(=O)CSc1nc2ccccc2c(=O)n1CC1COc2ccccc2O1 (stereo not given)
3) Cc1cc(C)c2cc(CN(CCO)C(=O)NC3CCCCC3)c(=O)[nH]c2c1
4) C=C(C)C(=O)NNc1ccccc1
5) CCN(CC)c1ccc(S(=O)(=O)N2CCOCC2)cc1NC(=O)CN1CCc2ccccc2C1
entry no.,1,2,3,4,5
Menin-MLL TR inh,0%,7%,.,8%,?
FBPA coupling cs,11,-2,0,-1,-6
CXXC DNA block,-11%,-4%,-2%,3%,7%
B2AR arrestin,-0.1%,0.3%,0.0%,0.0%,0.1%
GALK inh,-1%,-1%,5%,12%,-1%
TRPV1 agonist,2,8,-1,0,30
PKM2 act,-2%,2%,-5%,1%,12%
USP2a block,-26%,2%,7%,-1%,-2%
Giardia kill,7,22,7,16,0
KCNH2 3.1 inh,-5,5,-7,4,-13
hERG WT inh,-1,5,-2,1,-7

Full records as entered above. Values in the order: Menin-MLL TR inh | FBPA coupling cs | CXXC DNA block | B2AR arrestin | GALK inh | TRPV1 agonist | PKM2 act | USP2a block | Giardia kill | KCNH2 3.1 inh | hERG WT inh
Record of C=C(C)C(=O)NNc1ccccc1 : 8% | -1 | 3% | 0.0% | 12% | 0 | 1% | -1% | 16 | 4 | 1
Record of COc1ccccc1Nc1ccc(C(=O)O)cc1[N+](=O)[O-] : 0% | 11 | -11% | -0.1% | -1% | 2 | -2% | -26% | 7 | -5 | -1
Record of CCN(CC)c1ccc(S(=O)(=O)N2CCOCC2)cc1NC(=O)CN1CCc2ccccc2C1 : ? | -6 | 7% | 0.1% | -1% | 30 | 12% | -2% | 0 | -13 | -7
Record of CCCN(CCC)C(=O)CSc1nc2ccccc2c(=O)n1CC1COc2ccccc2O1 (stereo not given) : 7% | -2 | -4% | 0.3% | -1% | 8 | 2% | 2% | 22 | 5 | 5

The list goes on.
6) CCOC(=O)C1(Cc2cccc(F)c2)CCN(CC2CC2)CC1
7) Cc1ccc2[nH]c(=O)c(CNS(=O)(=O)c3ccccc3)c(-c3ccccc3)c2c1
8) COc1ccccc1N1CCN(C(=O)c2c(-c3ccccc3Cl)noc2C)CC1
9) O=C1CCN(C(=O)c2ccccc2)C2CCCCC12 (stereo not given)
10) CCOC(=O)N1CCN(c2nc(-c3cccc(OC)c3)cc(C(F)(F)F)n2)CC1
entry no.,6,7,8,9,10
Menin-MLL TR inh,-29%,13%,11%,6%,-15%
FBPA coupling cs,1,0,3,0,-6
CXXC DNA block,-8%,17%,0%,3%,-19%
B2AR arrestin,-0.1%,-0.2%,0.6%,-0.2%,-0.4%
GALK inh,0%,1%,4%,-1%,-1%
TRPV1 agonist,10,1,5,-3,22
PKM2 act,2%,-5%,-1%,3%,3%
USP2a block,2%,-4%,-1%,-2%,2%
Giardia kill,-1,-1,1,3,3
KCNH2 3.1 inh,-9,7,-7,3,0
hERG WT inh,0,11,16,17,-10

The last two compounds of the part above open the next one.
9) O=C1CCN(C(=O)c2ccccc2)C2CCCCC12 (stereo not given)
10) CCOC(=O)N1CCN(c2nc(-c3cccc(OC)c3)cc(C(F)(F)F)n2)CC1
11) COc1ccc2nc(SC(C)C(=O)NCC(=O)Nc3ccc(F)c(F)c3F)[nH]c2c1 (stereo not given)
12) O=C(CC1C(=O)NCCN1Cc1ccc(F)cc1)NCCCn1cccn1 (stereo not given)
13) Clc1ccccc1Nc1c2c(nc3ncnn13)CCC2
14) CCOC(=O)Cc1csc(NC(=O)CSc2nccn2C)n1
15) O=C(CCc1nnc2ccc(NCc3ccco3)nn12)N1CCN(c2ccc(F)cc2)CC1
entry no.,9,10,11,12,13,14,15
Menin-MLL TR inh,6%,-15%,.,16%,-1%,.,1%
FBPA coupling cs,0,-6,.,-5,2,.,1
CXXC DNA block,3%,-19%,.,-4%,-4%,6%,15%
B2AR arrestin,-0.2%,-0.4%,-1.4%,-0.1%,-0.3%,-0.4%,0.7%
GALK inh,-1%,-1%,.,-2%,-1%,-3%,7%
TRPV1 agonist,-3,22,-1,1,-1,0,-2
PKM2 act,3%,3%,.,-1%,-1%,-9%,-2%
USP2a block,-2%,2%,1%,0%,-1%,-3%,2%
Giardia kill,3,3,2,10,-19,21,-8
KCNH2 3.1 inh,3,0,-2,0,8,6,-18
hERG WT inh,17,-10,-4,.,-8,-5,13

The list goes on (four carried over from the part before).
12) O=C(CC1C(=O)NCCN1Cc1ccc(F)cc1)NCCCn1cccn1 (stereo not given)
13) Clc1ccccc1Nc1c2c(nc3ncnn13)CCC2
14) CCOC(=O)Cc1csc(NC(=O)CSc2nccn2C)n1
15) O=C(CCc1nnc2ccc(NCc3ccco3)nn12)N1CCN(c2ccc(F)cc2)CC1
16) CCOc1ccc2[nH]c(=O)c(CN(Cc3cccs3)C(CC)c3nnnn3C(C)(C)CC)cc2c1 (stereo not given)
17) Nc1ccc(C(=O)Nc2cccc(N)c2)cc1
18) CCOc1ccccc1NS(=O)(=O)c1cn(C)nc1C
19) CCOC(=O)c1cnc2cc(-c3ccc(C(C)(C)C)cc3)nn2c1N
20) c1ccc2c(c1)nc(N1CCOCC1)c1nncn12
entry no.,12,13,14,15,16,17,18,19,20
Menin-MLL TR inh,16%,-1%,.,1%,-1%,3%,-18%,32%[activator],-12%
FBPA coupling cs,-5,2,.,1,-3,-1,0,2,0
CXXC DNA block,-4%,-4%,6%,15%,-5%,1%,11%,1%,-6%
B2AR arrestin,-0.1%,-0.3%,-0.4%,0.7%,-0.1%,0.2%,-0.2%,0.4%,0.6%
GALK inh,-2%,-1%,-3%,7%,3%,1%,5%,-1%,-1%
TRPV1 agonist,1,-1,0,-2,?,-4,0,1,1
PKM2 act,-1%,-1%,-9%,-2%,-4%,-6%,3%,1%,7%
USP2a block,0%,-1%,-3%,2%,-2%,0%,1%,0%,4%
Giardia kill,10,-19,21,-8,0,2,13,4,-19
KCNH2 3.1 inh,0,8,6,-18,-25,2,12,21,-1
hERG WT inh,.,-8,-5,13,-1,-6,6,-1,-7

21) CCOC(=O)c1c(NC(=O)CSc2nnnn2-c2ccc3c(c2)OCCO3)sc(C)c1C
22) CCN1C(=O)N[C@@H](c2ccccc2)[C@H](C(=O)OC)[C@H]1C
23) C/C(=N\NC(=O)CCCC(=O)O)c1c(-c2ccccc2)c2cc(Cl)ccc2[nH]c1=O
24) O=C(NNC(=O)c1cc(-c2ccncc2)nc2ccccc12)Nc1ccc(F)cc1
25) Cc1nnc2ccc(-c3cccc(NS(C)(=O)=O)c3)nn12
entry no.,21,22,23,24,25
Menin-MLL TR inh,-21%,3%[11.7 µM],.,?,19%
FBPA coupling cs,-1,4,-1,1,3
CXXC DNA block,0%,.,-16%,?,-1%
B2AR arrestin,-0.4%,.,-0.9%,-1.0%,0.5%
GALK inh,3%,.,.,-3%,5%
TRPV1 agonist,-5,.,11,3,-6
PKM2 act,1%,-4%[11.5 µM],-4%,-4%,-6%
USP2a block,0%,.,8%,4%,1%
Giardia kill,-2,-9,-29,23,18
KCNH2 3.1 inh,-6,-6,-5,.,11
hERG WT inh,-14,22,-5,23,-1

26) CCN(CC)S(=O)(=O)c1ccc2oc(C(=O)NCC3COc4ccccc4O3)c(C)c2c1 (stereo not given)
27) O=C(NN1CCCCC1)c1ccccc1
28) CC(NC(=O)c1ccc(Br)o1)c1ccccc1 (stereo not given)
29) O=C(c1noc2c1CCc1ccccc1-2)N1CCc2ccccc2C1
30) CCOc1ccc(NC(=O)c2cc(S(=O)(=O)N3CCOCC3)cn2C)cc1
31) COc1ccc(S(=O)(=O)NC2CCCC2)cc1NC(C)=O
32) COc1ccc(Cn2c(=O)[nH]c3cc(C(=O)NCCCOC(C)C)ccc3c2=O)cc1
entry no.,26,27,28,29,30,31,32
Menin-MLL TR inh,28%,9%,0%,19%,-1%,.,-9%
FBPA coupling cs,-3,-1,-2,-20,1,.,8
CXXC DNA block,11%,6%,5%,0%,.,4%,-1%
B2AR arrestin,0.3%,-1.6%,-0.3%,-0.4%,-0.4%,0.0%,0.1%
GALK inh,0%,1%,-3%,-3%,.,-2%,-2%
TRPV1 agonist,9,0,5,1,5,-1,2
PKM2 act,-4%,-7%,-19%,-19%,-1%,-10%,-1%
USP2a block,-9%,1%,1%,-10%,2%,0%,0%
Giardia kill,0,-2,11,.,26,12,-11
KCNH2 3.1 inh,-21,-3,10,.,3,1,21
hERG WT inh,-4,-20,0,.,-4,7,-4
